# FEN1 inhibitor = qHTS Assay for the Inhibitors of Human Flap endonuclease 1 (FEN1) | 390,000 compounds, 0.35% hits | Potency, µM (highest dose often 114 µM), for inactives: at the top dose activity change, negative = inhibition, actives largely listed as inhibitors | Recombinant FEN1 flap cleavage, fluorescence, 15 min; note: nearly all actives have a fitted effect of over 65% in size
# Target sequence (P39748 whole entry, looked up): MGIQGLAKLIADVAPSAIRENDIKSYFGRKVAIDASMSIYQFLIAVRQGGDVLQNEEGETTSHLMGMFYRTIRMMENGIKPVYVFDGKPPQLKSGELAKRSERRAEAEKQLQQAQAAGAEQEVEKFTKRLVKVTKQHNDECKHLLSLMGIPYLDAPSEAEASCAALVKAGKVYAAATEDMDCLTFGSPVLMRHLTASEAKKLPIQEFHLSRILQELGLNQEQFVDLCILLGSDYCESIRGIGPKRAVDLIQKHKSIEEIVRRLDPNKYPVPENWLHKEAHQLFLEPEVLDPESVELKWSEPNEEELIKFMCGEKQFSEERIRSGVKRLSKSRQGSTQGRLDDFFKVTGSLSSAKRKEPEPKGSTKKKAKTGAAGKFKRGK
#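 With each library titrated from low to high concentration, compounds met 10 nM FEN1 for 15 min at room temperature before 50 nM substrate was added; readings at 0 and 15 min fed four-parameter Hill curve fits.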
# KAT2A inh = qHTS Assay for Inhibitors of GCN5L2; Histone acetyltransferase KAT2A (Homo sapiens), Q92830; GCN5L2 HAT assay, ThioGlo1 CoA-SH fluorescence; Potency, µM (highest dose often 58.9 µM), for inactives: at the top dose activity change, negative = inhibition, most hits filed as inhibitors; 390,000 compounds, 0.21% hits; AID 504327, 2011
#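 Enzyme at 20nM final was mixed with library compounds for 15 min at room temperature. Peptide H3(1-25) at 75uM, acetyl-CoA at 70uM and ThioGlo1 at 50uM were then added. Plates were read immediately and after 20 min (Ex340nm/Em540nm).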
# N370S GC mod = qHTS Assay for Inhibitors and Activators of N370S glucocerebrosidase as a Potential Chaperone Treatment of Gaucher Disease; N370S GC spleen homogenate, 4MU-glucoside fluorescence; 330,000 compounds, 0.092% hits; Lysosomal acid glucosylceramidase (Homo sapiens), P04062; AID 2101, 2009; Potency, µM (series often up to 59.4 µM), without a hit: at the top dose activity change, negative = inhibition, usual class: inhibitors;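 note: 0% = full enzyme activity and -100% = no enzyme basal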
# * hit, by the source's call; ? = inconclusive; . = not tested or not shown; & = joins results of further samples; [ ] = remark or other dose. Calls come from the whole dose curve; as a rule, active = well fitted curve in the direction sought with a large enough effect; inconclusive = small, poorly fitted or top-dose-only effect, or another doubt; inactive = no such curve, though single readings can be large; an effect the other way counts as inactive or inconclusive. Unless noted, % is set by controls: 0 for no effect and ±100 for the full control effect; potency is the fitted concentration of half-maximal effect.
FEN1 inhibitor	N370S GC mod	KAT2A inh	mol
2%	-22%	-20%	CC(C)Oc1ccc(CN2CCCC(CO)(Cc3ccc(F)cc3)C2)cc1 (stereo not drawn)
8%	2%	-5%	CCCN1CCCc2ccccc21
-21%	-13%	-5%	CCc1ccc(NC(=O)CCc2c(C)nn(-c3ccc(N4CCCCC4)nn3)c2C)cc1
15%	10%	-3%	Cn1nnnc1SCc1ccc(Cl)cc1
-1%	-8%	0%	COP(=O)(OC)C(Nc1ccc(Cl)cc1)c1ccccc1 (stereo not drawn)
-11%&0%	0%	-1%&-4%	CCOc1ccc(-c2nonc2NC(=O)c2ccco2)cc1
-5%	-2%	-3%	CSc1ncccc1C(=O)N1CCCC(Nc2ccc(C)c(C)c2)C1 (stereo not drawn)
7%	1%	1%	C[C@H](NC(=O)[C@@H]1CCC(=O)N1Cc1ccco1)c1ccccc1
-1%	4%	0%	CCOc1cc(CNCC2CCCO2)cc(Br)c1OCC(N)=O (stereo not drawn)
.	3%	-5%	COc1cc(O)ccc1C(C)=O
14%	-7%	-3%	Cc1nc2ccc(S(=O)(=O)N(C)CC(=O)NCCc3ccccc3)cc2s1
1%	-8%	-24%	CCOc1ccc(N2C(=O)C3Sc4[nH]c(=O)sc4C(/C=C/c4ccccc4)C3C2=O)cc1 (stereo not drawn)
15%	-15%	-6%	CC1CCN(c2nc3c(=O)[nH]c(N)nc3n2[C@@H]2O[C@H](CO)[C@@H](O)[C@H]2O)CC1
8%	1%	-2%	O=C(CN1CCCC1)N1CCCc2ccccc21
-1%	19%	-2%	S=C1NC(c2cccs2)=CC(c2ccc(Br)cc2)N1 (stereo not drawn)
-2%	-10%	-16%	O=c1c2c3c(sc2n(CCN2CCCC2)c(=O)n1Cc1ccccc1)CCCCC3
15%	-4%	0%	COc1cccc(C(=O)N2CCN(C(=O)c3cccc(F)c3)CC2)c1
12%	2%	0%	CCOC(=O)CC(N)c1ccc(OC)cc1 (stereo not drawn)
2%	3%	-5%	CC1CN(C2CCN(S(=O)(=O)c3ccc4ccccc4c3)CC2)CC(C)O1 (stereo not drawn)
-9%	-1%	-1%	CCOc1ccc(-c2nnc(SCC(=O)NC(C)(C)C)nc2-c2ccc(OCC)c(OC)c2)cc1OC
-9%	-3%	-8%	O=c1cc(-c2ccc(Br)cc2)[nH][nH]1
.	-6%	?	C=C[C@H](N)CCC(=O)O
-14%	.	-6%	O=C(COC(=O)/C=C/c1cccc(Br)c1)NC1CC1
-2%	-23%	-4%	O=C(COc1ccccc1C(=O)O)Nc1nc2ccc([N+](=O)[O-])cc2s1
4%	2%	1%	COCN(C#N)c1nc(N(C)C)nc(N(C)C)n1
-6%	-11%	0%	CC(=O)NC12CC3CC(C1)CC(C(=O)Nc1c(C)n(C)n(-c4ccccc4)c1=O)(C3)C2
1%	5%	-3%	Cc1ccc(CN2CCN(Cc3nc(C(C)C)cs3)CC2CCO)cc1 (stereo not drawn)
0%	2%	2%	O=Cc1ccc(OC(=O)c2cccnc2)cc1
-10%	2%	-1%	O=C(CSc1nc2ccsc2c(=O)n1-c1ccccc1)N1CCCC1
9%	17%	1%	N#Cc1ccc(NC(=O)COC(=O)C2Cc3ccccc3CN2C(=O)c2ccccc2)cc1 (stereo not drawn)
1%	-5%	12%	CCOc1ccc(C(=O)NCc2ccco2)cc1OC
5%	-1%	-2%	CCCOC(=O)c1ccc(OCC(O)CN2C(=O)NC(C)(C)C2=O)cc1 (stereo not drawn)
-19%	0%	-1%	O/N=C\c1ccc2noc(-c3ccc(Cl)cc3)c2c1
-16%	5%	-16%	CCCC(c1nnnn1Cc1cccs1)N1CCN(c2ccc(OC)cc2)CC1 (stereo not drawn)
-1%	2%	3%	COc1ccc(CC(=O)NNS(=O)(=O)c2ccccc2)cc1OC
13%	3%	-1%	COc1ccc(CN(CC2CCC(C(=O)O)CC2)C(=S)Nc2cc(C)cc(C)c2)cc1 (stereo not drawn)

# Only FEN1 inhibitor and KAT2A inh, for some of the entries so far:
structure	FEN1 inhibitor	KAT2A inh
Cc1ccc(CN2CCN(Cc3nc(C(C)C)cs3)CC2CCO)cc1 (stereo not drawn)	1%	-3%
O=Cc1ccc(OC(=O)c2cccnc2)cc1	0%	2%

# The listing continues.
FEN1 inhibitor	N370S GC mod	KAT2A inh	mol
3%	16%	-14%	CC(=O)Nc1ccc(N=Cc2ccc[nH]2)cc1
2%	-4%	-4%	COCCCNC(=O)C1CCC(CNS(=O)(=O)c2ccc(Cl)cc2)CC1 (stereo not drawn)
.	2%	11µM*	CCCCCCCCCCCCCCCC(=O)C1=C(O)C(CO)OC1=O (stereo not drawn)
-1%	0%	-12%	Cc1cc(Cl)ccc1C(=O)C1CCCN(C(=O)c2cscn2)C1 (stereo not drawn)
-19%	-16%[2.35 µM]	-1%	COc1ccccc1C(=O)Nn1c(C2CCC2)nc2ccccc2c1=O
-21%	13%	-4%	Cc1cc(Oc2ccccc2)nc(SCC(=O)Nc2ccc(Cl)c(Cl)c2)n1
-11%	4%	-1%	O=C(NCc1ccccc1)c1ccc(Br)o1
3%	-4%	-6%	CCC(=O)c1ccc(OCC(=O)OC(C)C(=O)N2CCc3ccccc32)cc1 (stereo not drawn)
-12%	?	-13%	COc1ccc(C2CC(c3ccc(F)cc3)=NN2c2ccccc2)cc1OC (stereo not drawn)
-3%	-4%	1%	CC(=O)C1=C(O)C(=O)N(CCc2ccccc2)C1c1ccccc1[N+](=O)[O-] (stereo not drawn)
-29%&-6%	1%	-21%&-19%	COC(=O)c1cccc(CN2C(=O)SC(Nc3ccc(C)cc3)C2=O)c1 (stereo not drawn)
-9%	4%	-6%	Cc1ccc(S(=O)(=O)CC(=O)c2ccc(C(C)(C)C)cc2)cc1

# Single entries from the entries so far.
# Under KAT2A inh, `O=C(NCc1ccccc1)c1ccc(Br)o1` is entered as -1%
# Under FEN1 inhibitor, `COc1ccccc1C(=O)Nn1c(C2CCC2)nc2ccccc2c1=O` is entered as -19%
# Under KAT2A inh, `Cc1ccc(S(=O)(=O)CC(=O)c2ccc(C(C)(C)C)cc2)cc1` is entered as -6%

# Three entries from above, ordered by SMILES length, low to high:
FEN1 inhibitor	N370S GC mod	KAT2A inh	mol
-1%	0%	-12%	Cc1cc(Cl)ccc1C(=O)C1CCCN(C(=O)c2cscn2)C1 (stereo not drawn)
-9%	4%	-6%	Cc1ccc(S(=O)(=O)CC(=O)c2ccc(C(C)(C)C)cc2)cc1
-29%&-6%	1%	-21%&-19%	COC(=O)c1cccc(CN2C(=O)SC(Nc3ccc(C)cc3)C2=O)c1 (stereo not drawn)

# Additional structures follow.
FEN1 inhibitor	N370S GC mod	KAT2A inh	mol
11%	2%	-3%	CCn1c(SCC(=O)NC(C)(C)C)nnc1-c1ccoc1C
-4%	-8%	1%	CCN(CC)C(=O)c1ccc2c3c(cccc13)C(=O)N(CCc1ccc(OC)c(OC)c1)C2=O
-1%	17%	-11%	CC1CCN(c2ccc(C(=O)O)cc2NS(=O)(=O)c2ccc(Br)cc2)CC1
2%	8%	3%	Nc1nc(COc2ccccc2C=O)nc(Nc2ccccc2)n1
-9%	3%	2%	O=c1c2ccccc2nc(COc2ccccc2)n1/N=C/c1cc([N+](=O)[O-])ccc1O
-23%	6%	-3%	O=C(c1cccs1)n1nc(-c2ccccc2)nc1NCc1ccc(F)cc1
2%	4%	-2%	CC1(C)NS(=O)(=O)Oc2ccccc21
20%	.	-3%	CC(=O)N1c2ccccc2[C@@H](C)[C@@H]1C
7%	-1%	-6%	Cc1cccc(-c2noc(CCCOc3ccc(Cl)cc3Cl)n2)c1
-7%	-1%	-3%	COc1ccccc1N1CCN(C(=O)N2CCOCC2)CC1
-11%	8%	1%	C=CCn1c(COc2ccccc2OC)nc2ccccc21
0%	0%	-5%	CC(=O)Nc1cccc(/C(C)=N/NC(=O)c2ccc3c(c2)OCO3)c1

# Record cards, from the list above:
# C=CCn1c(COc2ccccc2OC)nc2ccccc21 as listed: FEN1 inhibitor = -11%; N370S GC mod = 8%; KAT2A inh = 1%
# CC(=O)Nc1cccc(/C(C)=N/NC(=O)c2ccc3c(c2)OCO3)c1 as listed: FEN1 inhibitor = 0%; N370S GC mod = 0%; KAT2A inh = -5%

# Further entries.
FEN1 inhibitor	N370S GC mod	KAT2A inh	mol
-1%	2%	2%	S=C(NCc1ccco1)Nc1ccccc1
0%	.	-12%	CC(=O)c1cccc(NC(=O)C(C)OC(=O)c2ccc3ncsc3c2)c1 (stereo not drawn)
.	17%	-18%	O=c1c(O)c(-c2ccccc2)oc2ccc3occc3c12
5%	4%	-10%	CC(Oc1ccc(F)cc1)C(=O)Nc1cc(C(F)(F)F)ccc1-n1cncn1 (stereo not drawn)
16%	.	-11%	Cc1cc(SCC(=O)N(CC(C)C)c2c(N)n(CC(C)C)c(=O)[nH]c2=O)nc2ccccc12
-4%	-2%	0%	COc1ccnc(CN(C)C(=O)C2CCC(=O)N(CCN(C)C)C2)c1 (stereo not drawn)
-1%	-27%	5%	CCCCCc1cc(=O)oc2c(C(CCN3CCCC(C)C3)c3ccc(N(C)C)cc3)c(OC)cc(OC)c12 (stereo not drawn)
9%	-20%	-5%	O=C(O)C(C(O)c1ccccc1)[n+]1ccccc1 (stereo not drawn)
-1%	6%	-2%	CCOc1ccc(Br)cc1C(=O)N/N=C/c1ccccn1
-6%	10%	-8%	CCCCNC(=S)N=Nc1c(O)n(Cc2ccccc2)c2ccccc12
-14%	-5%	1%	COc1ccc(N(C(=O)c2ccco2)C(C(=O)NC2CCCC2)c2ccc(N3CCOCC3)cc2)c(OC)c1 (stereo not drawn)
-16%	-16%	-11%	CCOC(=O)CSc1ccc(C(=O)Nc2ccc(Cl)cc2)cn1
-3%	23%	1%	CCc1nnc(NC(=O)C2CCN(c3cnccn3)CC2)s1
-11%	3%	-6%	Cc1c(C(=O)NCc2cccnc2)oc2ccccc12
-2%	.	-1%	Nc1nccnc1C(=O)OCC(=O)NC1CCCc2ccccc21 (stereo not drawn)
-7%	?	-30%	CCCC(NC(=O)COc1cc2c(c3oc(=O)c(C)c(C)c13)CCC(C)(C)O2)C(=O)O (stereo not drawn)
13%	4%	-9%	O=C1NCCCCC1NC1CC(=O)N(c2ccccc2)C1=O (stereo not drawn)
-3%	8%	-6%	Cc1ccc(C(=O)N/N=C/C=C/c2ccccc2)o1
16%	.	-1%	CC(C)(Oc1ccc(Cl)cc1)C(=O)Nc1cccc(-c2cn3cccnc3n2)c1
-3%	5%	-1%	Cc1ccc(SC(C)c2nc(-c3ccccc3)no2)cc1 (stereo not drawn)

# From PubChem
